S-ASM inh – blocks human secretory acid sphingomyelinase; Potency, µM (series often up to 57.5 µM), for inactives: at the highest dose activity change, negative = inhibition, usual class: inhibitors; placental ASM, HMU-PC fluorogenic substrate, 60 min; P17405; 0.006% of 340,000 active; note: potency is the fitted concentration of half-maximal effect
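Fluorescence read-out (Ex 386 nm, Em 447 nm) after stopping the reaction at pH 10. Enzyme: ASM from human placenta; substrate HMU-PC0, 9 uM final; 60 min, 37 °C. Compound preincubation 10 min, ambient temperature.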
AT treatment – potential ataxia-telangiectasia treatment; […] A-T fibroblasts, KAP-1 phosphorylation AlphaLISA; neocarzinostatin DNA damage 30 min before lysis; Potency, µM (doses to about 57.5 µM), for inactives: top-dose activation, hits mostly activators; 0.19% of 320,000 active; AID 485349; note: potency is the fitted concentration of half-maximal effect; % of control where 0% means no effect; nearly all actives have a fitted effect of over 45% in size
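hTERT-immortalized A-T patient fibroblasts ([…]), 500 cells/well in OPTI-MEM, 1% FBS, got compounds for 60 min, then NCS for 30 min at 37C. Lysates were then assayed for phospho-KAP-1 by AlphaLISA (anti-pKAP1 donor, anti-KAP1 acceptor beads), 6 hr at 25C.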
hERG WT inh – KCNH2 (human, wildtype) channel inhibition | 0.37% of 340,000 active | AID 720551 | Q12809 | activity change, % at 1.84 µM | U2OS, BacMam KCNH2, thallium flux FluxOr; hits give low values;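 active = maximum activity change below -70%; inconclusive = maximum activity change between -70% and -50%; inactive = maximum activity change above -50%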; note: % is set by controls: 0 for no effect and ±100 for the full control effect
Target sequence (Q12809 whole entry, looked up): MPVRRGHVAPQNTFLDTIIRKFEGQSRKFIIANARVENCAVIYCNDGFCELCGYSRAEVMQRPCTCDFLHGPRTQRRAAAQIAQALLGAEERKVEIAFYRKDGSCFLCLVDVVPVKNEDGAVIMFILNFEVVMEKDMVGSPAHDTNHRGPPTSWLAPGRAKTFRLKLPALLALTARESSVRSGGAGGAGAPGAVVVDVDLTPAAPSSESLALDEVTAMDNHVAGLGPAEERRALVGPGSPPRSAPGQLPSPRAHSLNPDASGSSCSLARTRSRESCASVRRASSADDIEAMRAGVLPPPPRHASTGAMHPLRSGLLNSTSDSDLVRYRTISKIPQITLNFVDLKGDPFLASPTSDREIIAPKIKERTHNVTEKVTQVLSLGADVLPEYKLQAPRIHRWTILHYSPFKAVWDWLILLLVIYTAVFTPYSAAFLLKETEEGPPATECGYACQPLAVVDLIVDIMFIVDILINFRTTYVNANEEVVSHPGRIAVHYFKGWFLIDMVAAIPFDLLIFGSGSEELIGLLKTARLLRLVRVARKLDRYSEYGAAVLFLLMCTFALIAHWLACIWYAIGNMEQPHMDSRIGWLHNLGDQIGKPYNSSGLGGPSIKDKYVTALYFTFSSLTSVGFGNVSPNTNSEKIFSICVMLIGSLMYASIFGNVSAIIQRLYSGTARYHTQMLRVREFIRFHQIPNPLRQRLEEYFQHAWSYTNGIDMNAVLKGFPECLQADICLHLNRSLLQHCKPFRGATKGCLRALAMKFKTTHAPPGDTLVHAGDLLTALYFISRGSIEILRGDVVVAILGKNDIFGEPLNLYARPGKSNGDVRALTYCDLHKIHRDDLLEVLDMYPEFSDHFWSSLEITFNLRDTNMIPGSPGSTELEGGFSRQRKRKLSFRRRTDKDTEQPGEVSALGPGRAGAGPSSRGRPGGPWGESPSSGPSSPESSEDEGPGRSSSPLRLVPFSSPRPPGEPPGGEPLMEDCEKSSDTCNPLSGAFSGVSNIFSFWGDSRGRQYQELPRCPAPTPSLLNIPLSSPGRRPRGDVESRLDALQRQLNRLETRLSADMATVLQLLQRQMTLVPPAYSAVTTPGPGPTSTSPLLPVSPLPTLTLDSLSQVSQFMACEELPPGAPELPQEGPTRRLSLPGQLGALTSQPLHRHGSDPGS
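U2OS cells transduced with wild-type KCNH2 virus are loaded with FluxOr dye for 45 min, and thallium flux is measured in kinetic reads before and after stimulation buffer. Rate constants are normalized to DMSO controls.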
a7 integrin act – activators of alpha7 integrin expression for muscular dystrophy; alpha7betagal myoblasts, beta-gal FDG fluorescence, 48 h; Potency, µM (series often up to 38.3 µM), without a hit: at the top dose activation, usual class: activators; 0.064% of 350,000 active; AID 624291;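 note: potency is the fitted concentration of half-maximal effect; 100% = response of the positive control SU9516; nearly all actives have a fitted effect of over 60% in size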
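Alpha7betagal+/- myoblasts (passage 13) were plated 16-24 hr, then exposed to compounds (1:260 dilution of DMSO stock) for 48 hours at 37C. After MPER lysis, β-galactosidase reporter activity was read as FDG fluorescence (ex 480/em 540) after 30 minutes.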
KCNH2 3.1 inh – inhibitors of human KCNH2 3.1 potassium channel isoform. U2OS KCNH2 3.1, thallium flux FluxOr; hits give low values. activity change, % (tested at about 1.8 µM). 0.95% of 340,000 active;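 active = maximum activity change below -70%; inconclusive = maximum activity change from -70% to -50%; inactive = maximum activity change above -50%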;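 note: thallium influx rate constant from kinetic fluorescence after stimulation buffer; % is set by controls: 0 for no effect and ±100 for the full control effect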
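Steps: virus added to U2OS suspension (4 h, RT, dark); medium with 10% FBS added, cells plated, 37 C overnight; FluxOr/Red40 loading buffer 45 min RT; stimulation buffer, 2 min kinetic read; rate constant normalized.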
Coupling enz – inhibits coupling enzyme system, counter-screen for aldolase hits; coupling enzyme system counterscreen, AmpLite Red fluorescence; activity change, negative = inhibition, % at 58.2 µM, hits read low; 0.67% of 290,000 active; in the data active = activity change below about -30%; note: % is set by controls: 0 for no effect and ±100 for the full control effect
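Fluorescence at 525 nm excitation and 598 nm emission measured inhibition of the coupled detection system without aldolase. Compounds (at 57.5 uM final) were preincubated 10 min at room temperature with coupling enzyme reagent before a 20 min substrate/AmpLite Red step.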
GALK inh – inhibitors of human galactokinase; P51570; Purified GALK, Kinase-Glo residual ATP luminescence; Potency, µM (doses to about 57.5 µM), without a hit: top-dose activity change, negative = inhibition, usual class: inhibitors; 0.007% of 270,000 active; AID 1868; note: potency is the fitted concentration of half-maximal effect; % is set by controls: 0 for no effect and ±100 for the full control effect
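Galactose (100 uM) and ATP (35 uM) were turned over by 5 nM GALK for 1 h at RT. Kinase-Glo Plus then converted the remaining ATP into a luminescent signal.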
TRPV1 agonist – human TRPV1 agonism | 0.19% of 320,000 active | Q8NER1 | TRPV1-expressing cells, Fluo-8 calcium influx, agonist mode | activation, % at 8.33 µM; in the data active = activation above about 80%; inconclusive = between about 30% and that limit; note: 0% is about no effect
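Fluo-8 calcium influx in TRPV1-expressing cells, kinetic read (ex 480/em 520 nm). Compound added and read 3 min for agonist activity, followed by capsaicin at EC20 final and 2 min further read for enhancement.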
CXXC DNA block – inhibitors of human MLL CXXC domain-DNA interaction | AID 2662 | Q03164 | 0.037% of 290,000 active | MLL-CXXC / FITC-HOXA9 DNA fluorescence polarization | Potency, µM (titrated, usually from 115 µM), without a hit: top-dose activity change, negative = inhibition, actives largely listed as inhibitors; active = well fitted inhibition curve with a large enough effect in the polarisation, with a control signal flat, not every such curve was filed as active; inconclusive = small, poorly fitted or top-dose-only effect, or effect the other way, or a change in a side signal; inactive = no such curve, though single readings can be large or run the other way; the % refers to the polarisation; note: potency is the fitted concentration of half-maximal effect
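Purified MLL-CXXC (added from a 7 uM solution) was preincubated 5 min at ambient with pinned compounds in 50 mM Tris-HCl pH 7.5, 50 mM NaCl, 1 mM DTT, 0.05% BSA. Fluorescein-labeled HOX-A9 DNA (50 nM solution) followed, 30 min, then polarization read.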
MBNL1 CUG block – inhibitors of human MBNL1 binding to CUG repeat RNA. TR-FRET MBNL1-His/biotin-(CUG)12 binding, 665/545 ratio. Potency, µM (highest dose often 57.5 µM), for the others: top-dose activity change, negative = inhibition, usual class: inhibitors. Q9NR56. 0.036% of 280,000 active; active = well fitted inhibition curve with a large enough effect in the signal ratio, with a control signal flat, not every such curve was filed as active; inconclusive = small, poorly fitted or top-dose-only effect, or effect the other way, or a change in a side signal; inactive = no such curve, though single readings can be large or run the other way; the % refers to the signal ratio; note: potency is the fitted concentration of half-maximal effect; % is set by controls: 0 for no effect and ±100 for the full control effect
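MBNL1-His + Biotin-(CUG)12, cpd titration 92 nM–58 uM; Tb anti-His Ab 0.055 ng/ul, SA-XL665 5 nM (final); 60 min RT; ratiometric 665/545 nm, Ex 340 nm; normalized to buffer and full-complex controls.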
* hit, by the source's call; i = inactive; ? = inconclusive; . = no result given; [ ] = another dose, or the depositor's remark. Unless noted, calls come from the whole dose curve; as a rule, active = well fitted curve in the direction sought with a large enough effect; inconclusive = small, poorly fitted or top-dose-only effect, or another doubt; inactive = no such curve, though single readings can be large; an effect the other way counts as inactive or inconclusive.

1: COC(=O)c1c(NC(=O)C(=O)N2CCCC2)sc2c1CC(C)(C)OC2
2: Cc1cc(CNC(=O)COc2ccccc2F)c2ccccc2n1
3: CC(C)N(C(=O)COC(=O)c1ccc([N+](=O)[O-])cc1)c1ccccc1
4: O=C(CSc1nc2ccccc2s1)NCCOc1ccc(Cl)cc1
5: CN(CC(=O)Nc1cccc(F)c1)C(=O)c1ccc2c(=O)n3c(nc2c1)CCC3

compound no.	1	2	3	4	5
CXXC DNA block	6%	6%	0%	-1%	.
TRPV1 agonist	?	-4	12	20	0
AT treatment	-9%	3%	3%	10%	0%
hERG WT inh	-3	1	1	5	14
Coupling enz	.	-2	1	1	.
S-ASM inh	-1%	0%	0%	-12%	-2%
MBNL1 CUG block	15%	-5%	?	-11%	.
GALK inh	-4%	2%	0%	.	.
a7 integrin act	1%	1%	-25%	0%	14%
KCNH2 3.1 inh	-10	-3	2	3	14

6: CC1CCN(C(=O)C(C)c2ccc([N+](=O)[O-])cc2)CC1 (stereo not drawn)
7: COc1ccc(C(c2sc3ncnn3c2O)N2CCN(c3ccccc3F)CC2)cc1OC (stereo not drawn)
8: O=C(/C=C\Nc1ccc(S(=O)(=O)Nc2ncccn2)cc1)c1cccc2ccccc12
9: Cc1c(C(N)=O)sc2ncn(CC(=O)N(C)C3CCCCC3)c(=O)c12
10: CC(=O)Nc1cccc(NC(=O)CSc2nc3c(c(=O)n(C)c(=O)n3C)n2C)c1

compound no.	6	7	8	9	10
CXXC DNA block	26%	10%	?	-2%	-1%
TRPV1 agonist	17	-2	-4	0	-2
AT treatment	0%	-2%	-9%	-4%	6%
hERG WT inh	-11	4	-9	-6	-8
Coupling enz	4	1	0	1	-1
S-ASM inh	-1%	0%	64%[activator]	-2%	28%
MBNL1 CUG block	12%	2%	16%	2%	-5%
GALK inh	0%	1%	.	-1%	13%
a7 integrin act	-8%	19%	7%	-20%	-10%
KCNH2 3.1 inh	-6	2	-1	-46	0

11: C/C(=N\O)C(=O)NCc1ccncc1
12: O=C(O)CCc1ccc(-c2ccc(F)cc2)n1NC(=O)c1ccco1
13: CSc1nnc(-c2sccc2OCc2ccccc2)n1C
14: Cc1ccc(CSCC(=O)N2CCN(Cc3ccc4c(c3)OCO4)CC2)cc1
15: O=C(CSc1nc2c([nH]c3ccccc32)c(=O)n1-c1ccccc1F)NCC1CCCO1 (stereo not drawn)

compound no.	11	12	13	14	15
CXXC DNA block	-5%	1%	0%	7%	15%
TRPV1 agonist	-3	-18	-1	18	16
AT treatment	-2%	-2%	4%	6%	6%
hERG WT inh	-2	-5	-13	10	4
Coupling enz	0	3	0	-1	.
S-ASM inh	3%	2%	4%	4%	153%[activator]
MBNL1 CUG block	7%	-1%	-2%	?	22%
GALK inh	-1%	4%	-3%	0%	-4%
a7 integrin act	-4%	7%	1%	-18%	16%
KCNH2 3.1 inh	2	-25	2	-13	12

16: O=C(c1cn(CC2CCCCC2)nn1)N1CCN(c2ccc(F)cc2)CC1
17: COC(=O)c1sc(S(=O)(=O)N2CCN(CCO)CC2)c(C(=O)OC)c1C
18: C/C(=C\c1cccc(Cl)c1Cl)C(=O)c1c(C)cc(C)[nH]c1=O
19: COc1cccc(NC(=O)COC(=O)c2ccccc2SCC(=O)N2CCCC2)c1
20: Cc1ccccc1-n1c(N)c(C(=O)Nc2ccc(F)cc2)sc1=S

compound no.	16	17	18	19	20
CXXC DNA block	0%	21%	-3%	.	-9%
TRPV1 agonist	7	2	3	-1	16
AT treatment	12%	4%	-4%	6%	1%
hERG WT inh	4	-4	-9	-15	11
Coupling enz	.	0	0	.	-1
S-ASM inh	-2%	-2%	-4%	3%	-1%
MBNL1 CUG block	-1%	0%	5%	.	-3%
GALK inh	2%	-1%	-3%	.	4%
a7 integrin act	-38%	-27%	-21%	-17%	13%
KCNH2 3.1 inh	8	-6	-2	9	9

21: Cc1ccc(S(=O)(=O)N2CCc3ccccc3C2CN2C(=O)c3ccccc3C2=O)cc1 (stereo not drawn)
22: CCC1CCCCN1Cc1c(O)ccc2c(=O)c(-c3ccccc3OC)coc12 (stereo not drawn)
23: CCCCCn1c(N2CCC(Cc3ccccc3)CC2)nc2c1c(=O)[nH]c(=O)n2C
24: CCOC(=O)c1[nH]c(C)c(/C=N/O)c1C
25: COc1ccc(/C=C2\CCc3ccccc3C2=O)cc1OC

compound no.	21	22	23	24	25
CXXC DNA block	24%	.	.	4%	-24%
TRPV1 agonist	2	.	.	-4	12
AT treatment	8%	.	.	-2%	4%
hERG WT inh	-5	22	9	-1	2
Coupling enz	-5	.	.	0	-3
S-ASM inh	-5%	208%[activator]	-16%	0%	-3%
MBNL1 CUG block	28%	.	.	6%	?
GALK inh	1%	.	.	-1%	-2%
a7 integrin act	-11%	4%	-1%	-11%	-1%
KCNH2 3.1 inh	-9	-11	-34	2	11

Filtered by structure, the entries above containing a thiophene ring, fused or not.
1: COC(=O)c1c(NC(=O)C(=O)N2CCCC2)sc2c1CC(C)(C)OC2
9: Cc1c(C(N)=O)sc2ncn(CC(=O)N(C)C3CCCCC3)c(=O)c12
13: CSc1nnc(-c2sccc2OCc2ccccc2)n1C
17: COC(=O)c1sc(S(=O)(=O)N2CCN(CCO)CC2)c(C(=O)OC)c1C

compound no.	1	9	13	17
CXXC DNA block	6%	-2%	0%	21%
TRPV1 agonist	?	0	-1	2
AT treatment	-9%	-4%	4%	4%
hERG WT inh	-3	-6	-13	-4
Coupling enz	.	1	0	0
S-ASM inh	-1%	-2%	4%	-2%
MBNL1 CUG block	15%	2%	-2%	0%
GALK inh	-4%	-1%	-3%	-1%
a7 integrin act	1%	-20%	1%	-27%
KCNH2 3.1 inh	-10	-46	2	-6

(further entries)
26: Cc1ccc(-n2c(SCC(=O)NCCN3C(=O)CSC3=O)nnc2-c2ccccc2F)cc1
27: O=C(COc1ccccc1)N1CCCC1
28: N#Cc1ccc(C(c2nnnn2C2CCCC2)N2CCC(Cc3ccccc3)CC2)cc1 (stereo not drawn)
29: CC1(NC(=O)CSc2nnc(-c3ccco3)n2Cc2ccccc2)CCS(=O)(=O)C1 (stereo not drawn)
30: COc1ccc(Cc2nc3ccc(C(=O)NCCn4ccnc4C)cc3o2)cc1OC

compound no.	26	27	28	29	30
CXXC DNA block	5%	-5%	15%	.	3%
TRPV1 agonist	4	6	1	-4	5
AT treatment	-2%	-4%	6%	2%	13%
hERG WT inh	1	-10	12	-17	-9
Coupling enz	3	2	.	.	0
S-ASM inh	4%	4%	1%	-1%	5%
MBNL1 CUG block	-8%	.	-10%	.	4%
GALK inh	0%	1%	-1%	.	-1%
a7 integrin act	-19%	-6%	-10%	2%	29%
KCNH2 3.1 inh	1	-11	-2	-5	1

31: COc1ccccc1N(CN1C(=O)c2ccccc2C1=O)C(=O)c1cccnc1
32: N#Cc1cc2c(=O)n3ccccc3nc2n(CCCN2CCOCC2)c1=O
33: COc1ccc(C(C#N)CCC2OCCO2)cc1OC (stereo not drawn)
34: CCOC(=O)C(C(C)=O)c1c(Br)c(O)c(O)c2c(C(=O)c3ccc(C)cc3)coc12 (stereo not drawn)
35: O=C1c2ccccc2C(=O)N1CCCCNc1ccccc1

compound no.	31	32	33	34	35
CXXC DNA block	3%	6%	.	-4%	.
TRPV1 agonist	-6	2	2	2	.
AT treatment	14%	-5%	5%	4%	.
hERG WT inh	0	3	.	3	-14
Coupling enz	6	3	.	-4	.
S-ASM inh	6%	i	5%	-9%	-4%
MBNL1 CUG block	?	?	.	-4%	.
GALK inh	4%	3%	.	1%	.
a7 integrin act	-16%[7.66 µM]	-24%	3%	-53%[inhibitor]	12%
KCNH2 3.1 inh	3	-8	.	-3	-3

36: CC1(C)CC(NC(=O)c2cc(S(=O)(=O)N3CCCCC3)ccc2Cl)CC(C)(C)N1
37: Cc1cccc(NC(=O)CSCC(=O)N2CCN(Cc3ccc4c(c3)OCO4)CC2)c1
38: CC(=O)N1CCN(C2=NC(=O)/C(=C\c3cccs3)S2)CC1
39: CN(C)C(=O)c1ccc(Nc2nc(-c3cccs3)nc3ccccc23)cc1

compound no.	36	37	38	39
CXXC DNA block	8%	.	-2%	4%
TRPV1 agonist	2	0	1	13
AT treatment	1%	4%	4%	-1%
hERG WT inh	-6	23	-6	-16
Coupling enz	.	.	-1	0
S-ASM inh	4%	1%	0%	-3%
MBNL1 CUG block	-1%	.	?	?
GALK inh	-2%	.	-2%	-4%
a7 integrin act	4%	16%	4%	-7%
KCNH2 3.1 inh	12	0	4	-39

Source: PubChem (National Center for Advancing Translational Sciences (NCATS))
